Screening data as filed in PubChem BioAssay.
PLC-gamma1 inh: PLC-gamma1 enzyme inhibitors, primary screen, biochemical, fluorescence, purified enzyme | fluorogenic substrate | 1-phosphatidylinositol 4,5-bisphosphate phosphodiesterase gamma-1 (Homo sapiens), P19174 | AID 720700, 2013 | inhibition, % at 12.2 µM | actives 0.84% (n = 370,000); in the data active means inhibition above about 9.5%
ADAM10 inh: human ADAM10 inhibitors, primary screen, biochemical, QFRET, HTS. recombinant ADAM10, EDANS/DABCYL FRET peptide cleavage, 3 h. actives 0.62% (n = 370,000). Disintegrin and metalloproteinase domain-containing protein 10 (Homo sapiens), O14672. inhibition, % at 7 µM. AID 720582, 2013;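 active means inhibition above a per-campaign cutoff equal to the mean of compounds falling between control-based bounds plus 3 SD, cut at about 20% in these data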;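 further: 0% = DMSO wells while the 100% control is not disclosed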
ADAM17 inh: ADAM17 inhibitors, primary screen, biochemical, QFRET | Disintegrin and metalloproteinase domain-containing protein 17 (Homo sapiens), P78536 | recombinant ADAM17, EDANS/DABCYL FRET peptide cleavage | actives 0.83% (n = 370,000) | inhibition, % at 6.95 µM;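 active means inhibition above the mean of compounds lying between control limits plus 3 SD, set per campaign, cut at about 8.5% in these data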;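 further: 0% = DMSO-only wells as the low control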
DAX1 inh-1: DAX1 (NR0B1) inhibitors on StAR promoter, primary screen, cell-based, luminescence, SF-1 (NR5A1), full-length DAX-1. HEK293T StAR-luciferase reporter, SF-1/DAX-1 repression relief. inhibition, % at 6.8 µM. actives 1.1% (n = 370,000). AID 652010, 2013;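 active means inhibition above the mean over all tested compounds plus 3 SD, cut at about 3.6% in these data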;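 further: 0% = DAX-1 cells with DMSO and 100% = cells lacking DAX-1 with DMSO; higher inhibition means more luminescence from relief of DAX-1 repression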
GAA850 FXN act: FXN promoter activators, primary screen, cell-based, luciferase luminescence, HEK293 lucGAA850; HEK293 lucGAA850 FXN promoter luciferase reporter, 24 h; percent of 10 µM SAHA response; activation, % at 6 µM; AID 540364, 2011; actives 0.56% (n = 360,000);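 active means activation above the average of all compounds screened plus 3 SD, cutoff fixed separately per campaign, cut at about 7.5% in these data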;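 further: 0% = DMSO wells and 100% = 10 µM SAHA wells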
hgDAF-12 ag: H. glycines DAF-12 receptor agonists, primary screen, cell-based, luminescence, HEK293, GAL4 fusion, UAS-luciferase; actives 1.8% (n = 370,000); Nuclear hormone receptor DAF-12 (Heterodera glycines), GAL4 fusion; HEK293 GAL4-hgDAF12 UAS-luciferase reporter, agonist luminescence; normalized to butyrate control; AID 687014, 2013; activation, % at 6.8 µM;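 active means activation above a cutoff set at the mean of all screened compounds plus 3 SD, cut at about 10% in these data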;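 further: 0% = DMSO wells and 100% = sodium butyrate wells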
ssDAF-12 act: S. stercoralis DAF-12 nuclear receptor activators, primary screen, cell-based, luminescence, HEK293, GRIP1 co-expression, lit1-tk-luc | Nuclear hormone receptor DAF-12 (Strongyloides stercoralis) | HEK293 ssDAF-12/GRIP1 lit1-tk-luc reporter; % of 3 µM dafachronic acid response | activation, % at 6.8 µM | actives 1% (n = 370,000) | AID 652126, 2013;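 active means activation above the mean over all tested compounds plus 3 SD, cut at about 0.9% in these data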;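 further: 0% = DMSO-only wells and 100% = 3 µM delta7-dafachronic acid wells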
PLC-beta3 inh: human PLC-beta3 inhibitors, primary screen, biochemical, fluorescence. AID 720704, 2013. actives 0.18% (n = 370,000). inhibition, % at 12.2 µM. Purified PLC-beta3, fluorogenic substrate. 1-phosphatidylinositol 4,5-bisphosphate phosphodiesterase beta-3 (Homo sapiens), Q01970; in the data active means inhibition above about 11%;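 further: 0% = median of compound wells on plate and 100% = full blocker control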
HGIII-sPLA2 inh: human group III sPLA2 inhibitors, primary screen, biochemical, QFRET, BODIPY PC-A2 liposome substrate. actives 0.56% (n = 370,000). QFRET BODIPY PC-A2 liposome hydrolysis, fluorescence. inhibition, % at 12.2 µM. Group 3 secretory phospholipase A2 (Homo sapiens), Q9NZ20;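 active means inhibition above mean plus 3 SD of compounds lying within the high and low control bounds, cut at about 19% in these data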;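 further: 0% = median of test compound wells and 100% = no enzyme DMSO wells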
Target sequence (Q9NZ20 whole entry, looked up): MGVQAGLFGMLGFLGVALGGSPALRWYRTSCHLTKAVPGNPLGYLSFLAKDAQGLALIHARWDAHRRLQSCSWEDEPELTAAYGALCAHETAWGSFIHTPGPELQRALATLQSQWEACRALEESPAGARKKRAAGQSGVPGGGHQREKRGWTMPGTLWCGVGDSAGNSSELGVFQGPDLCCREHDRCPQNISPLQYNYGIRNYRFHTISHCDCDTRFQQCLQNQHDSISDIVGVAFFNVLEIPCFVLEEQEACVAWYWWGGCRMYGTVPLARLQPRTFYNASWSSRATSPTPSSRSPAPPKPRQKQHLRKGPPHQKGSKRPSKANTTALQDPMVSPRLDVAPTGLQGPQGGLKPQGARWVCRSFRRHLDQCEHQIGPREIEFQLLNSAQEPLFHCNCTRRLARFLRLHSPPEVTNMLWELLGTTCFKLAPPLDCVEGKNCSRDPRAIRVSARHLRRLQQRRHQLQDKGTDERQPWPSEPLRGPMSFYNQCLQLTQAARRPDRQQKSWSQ
DAX1 inh-2: DAX1 (NR0B1) inhibitors, primary screen, cell-based, HEK293, Gal4-DAX1, luciferase luminescence; Nuclear receptor subfamily 0 group B member 1 (Homo sapiens), P51843; HEK293 Gal4-DAX1 luciferase reporter; inhibition, % at 6.75 µM; actives 0.99% (n = 340,000); AID 504766, 2011;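 active means inhibition above the mean over all tested compounds plus 3 SD, cut at about 4.2% in these data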;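 further: 0% = DAX1-transfected cells with DMSO and 100% = empty-vector control cells with DMSO; inhibition shows as a rise in luminescence from relieved DAX1 repression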
Target sequence (P51843 207-470 limits assumed): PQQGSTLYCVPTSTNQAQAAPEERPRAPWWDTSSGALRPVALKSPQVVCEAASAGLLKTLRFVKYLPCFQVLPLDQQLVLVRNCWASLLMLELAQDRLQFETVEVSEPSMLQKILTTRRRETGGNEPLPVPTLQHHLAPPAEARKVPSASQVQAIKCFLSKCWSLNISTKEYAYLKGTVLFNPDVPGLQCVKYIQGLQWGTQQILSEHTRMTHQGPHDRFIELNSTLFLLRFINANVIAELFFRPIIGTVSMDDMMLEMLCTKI
hcDAF12 agonist: H. contortus DAF-12 nuclear receptor activators, primary screen, cell-based, luminescence, HEK293, lit1-tk-luc reporter. AID 652067, 2013. actives 1.4% (n = 370,000). activation, % at 6.8 µM. HEK293 hcDAF-12 lit1-tk-luc reporter; 0% DMSO, 100% Δ7-dafachronic acid;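 active means activation above the mean of all tested compounds plus 3 SD, cut at about 5.5% in these data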;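 further: 100% = response to 3 µM Δ7-dafachronic acid high control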
The depositor's hits bear a star; i = inactive; . = no result given. The order is random; about 6.9% have a hit in one of these screens.

SMILES	PLC-gamma1 inh	ADAM10 inh	ADAM17 inh	DAX1 inh-1	GAA850 FXN act	hgDAF-12 ag	ssDAF-12 act	PLC-beta3 inh	HGIII-sPLA2 inh	DAX1 inh-2	hcDAF12 agonist
O=C(c1ccc2c(c1)OCCO2)N1CCN(c2ccccn2)CC1	-1	-5	-2	0.9	3.0	-0.4	-1.2	-5	-2	2.5	-1.8
COC(=O)C(C)Sc1nc2c(cnn2-c2ccc(C)cc2)c(=O)[nH]1 (configuration not stated)	3	5	3	-0.9	2.5	6.7	-1.2	5	-6	0.0	-0.9
COc1ccc(CCN(C(=O)C(F)(F)F)C(C(=O)NC2CCCCC2)c2ccc(C)s2)cc1OC (configuration not stated)	1	5	-3	0.2	0.9	-1.7	-1.3	-2	5	0.3	-1.1
CCC(C(=O)Nc1cccc(C(=O)O)c1C)c1ccccc1 (configuration not stated)	1	-6	-4	0.5	-1.9	-4.2	-1.0	2	6	0.8	-0.3
Cn1c(SCc2ccc(Cl)cc2Cl)nc(C(F)(F)F)cc1=O	0	-4	-2	0.2	-1.6	2.3	-1.5	2	-1	-0.8	-1.0
Cc1cc(C)c(/C=N/NC(=O)c2nnn(-c3nonc3N)c2COc2ccc(F)cc2)c(C)c1	-6	-8	-4	-0.3	2.3	1.2	-1.4	-9	-1	.	-1.0
CN1C(=O)C(CCC(=O)O)NC1=S (configuration not stated)	1	3	-4	-0.2	-0.1	-0.8	-1.1	-6	-1	0.8	0.8
Cc1cc(/C=N/NC(=O)c2ccsc2)c(C)n1-c1cnccn1	-3	-7	-2	0.3	4.8	8.7	0.1	-4	3	0.3	2.8
O=C(NCC1CCCO1)c1cccc(S(=O)(=O)Nc2ccc(SC(F)F)cc2)c1 (configuration not stated)	-2	-9	0	-0.8	2.9	-0.2	-0.9	-5	-6	1.6	0.8
NC(=O)c1ncn([C@@H]2O[C@H](CNC(=O)[C@H](N)CSCc3ccccc3)[C@@H](O)[C@H]2O)n1	-1	-9	-1	1.3	0.1	3.2	-1.4	-1	2	1.8	-1.2

The list goes on; the last 6 above are carried over.
SMILES	PLC-gamma1 inh	ADAM10 inh	ADAM17 inh	DAX1 inh-1	GAA850 FXN act	hgDAF-12 ag	ssDAF-12 act	PLC-beta3 inh	HGIII-sPLA2 inh	DAX1 inh-2	hcDAF12 agonist
Cn1c(SCc2ccc(Cl)cc2Cl)nc(C(F)(F)F)cc1=O	0	-4	-2	0.2	-1.6	2.3	-1.5	2	-1	-0.8	-1.0
Cc1cc(C)c(/C=N/NC(=O)c2nnn(-c3nonc3N)c2COc2ccc(F)cc2)c(C)c1	-6	-8	-4	-0.3	2.3	1.2	-1.4	-9	-1	.	-1.0
CN1C(=O)C(CCC(=O)O)NC1=S (configuration not stated)	1	3	-4	-0.2	-0.1	-0.8	-1.1	-6	-1	0.8	0.8
Cc1cc(/C=N/NC(=O)c2ccsc2)c(C)n1-c1cnccn1	-3	-7	-2	0.3	4.8	8.7	0.1	-4	3	0.3	2.8
O=C(NCC1CCCO1)c1cccc(S(=O)(=O)Nc2ccc(SC(F)F)cc2)c1 (configuration not stated)	-2	-9	0	-0.8	2.9	-0.2	-0.9	-5	-6	1.6	0.8
NC(=O)c1ncn([C@@H]2O[C@H](CNC(=O)[C@H](N)CSCc3ccccc3)[C@@H](O)[C@H]2O)n1	-1	-9	-1	1.3	0.1	3.2	-1.4	-1	2	1.8	-1.2
Cc1cc(C)cc(C(=O)OCC(=O)N2CCCCCC2)c1	5	-16	2	2.4	1.3	-2.3	-1.1	-1	7	1.5	-2.5
N#CC1=C(N)C2=CCCC[C@H]2[C@H](c2cccc(F)c2)C1(C#N)C#N	-118	-50	-16	-0.6	3.4	1.5	-0.7	-129	-23	-0.1	-1.4
C[C@H](NC(=O)c1nc[nH]c1C(=O)NC1CCN(C(=O)OC(C)(C)C)CC1)C(=O)OC(C)(C)C	-1	-1	-1	-0.2	-0.5	-0.6	-0.7	2	-2	-0.2	-0.7
COc1ccccc1NC(=S)N1CCC(C(=O)c2ccc(F)cc2)CC1	-2	-6	-2	0.2	0.3	0.4	-1.4	-5	4	5.6*	-0.2
O=C(CSc1nnc(CNC(=O)c2cccs2)o1)Nc1ccc(F)cc1F	-4	1	-5	-0.3	0.8	0.8	-0.5	-10	1	0.4	0.7
Cc1c(CCC(=O)O)c(=O)oc2cc(OCc3cccc(Cl)c3)ccc12	-44	i	-345	0.2	0.3	-0.4	-0.8	-70	-26	0.5	-1.8
CNC(C)C#Cc1ccc2oc3cccc(OC)c3c(=O)c2c1 (configuration not stated)	-411	-413	-135	1.6	7.8*	8.3	-0.5	i	0	0.5	1.2
COc1cc(/C=N\NC(=O)c2ccc(-c3ccccc3)cc2)ccc1OCC(N)=O	-38	-12	-4	-2.3	1.1	0.4	-1.4	-62	1	0.4	-1.1
O=C(NCc1cccnc1)c1cc2nc(-c3ccc4c(c3)OCO4)cc(C(F)(F)F)n2n1	-21	10	-2	0.6	0.7	1.2	-1.5	-33	0	1.3	-1.3
CN1C(=O)CC(N2CCN(CC(=O)N3CCCC3)CC2)C1=O (configuration not stated)	-2	-3	-1	0.2	1.5	0.5	-1.1	-1	2	1.1	-1.0
COc1ccc(OC)c(S(=O)(=O)NC(=O)C2(C)CCN2C(=O)C2(c3ccc(Cl)cc3)CC2)c1 (configuration not stated)	4	-9	-3	-0.7	0.3	-1.5	-1.3	-2	8	.	2.1
COc1cc2c(-c3ccccc3O)nc3c(c(C)nn3-c3ccccc3)c2cc1OC	-16	-46	-16	-0.6	2.7	0.2	-1.5	-17	1	-0.4	-1.2
Cc1cc(NC(=O)c2ccc3c(c2)OCO3)no1	2	1	-1	3.5	1.0	9.4	-0.6	-4	1	0.7	1.5
CCOc1cc(/C=C2\SC(=Nc3ccc(CC)cc3)NC2=O)ccc1OCC(=O)O	-53	-3	-1	-0.1	-2.2	-0.5	-1.4	-73	-24	1.3	3.7
CCC1(C)Cc2c(sc(NC(=S)NC(=O)c3ccccc3)c2C#N)CO1 (configuration not stated)	4	1	1	1.8	3.7	1.0	-0.2	1	2	-0.1	0.3
O=C(NCc1ccc(OC(F)(F)F)cc1)C1CC2Cn3c(nc4ccccc43)C2N1Cc1ccccc1 (configuration not stated)	-1	3	-4	-0.5	-1.2	-1.2	-1.3	0	1	-0.2	2.5
CN(C)CCN(Cc1ccccc1)S(=O)(=O)c1ccc2c(c1)n(C)c(=O)c(=O)n2C	-11	-8	-8	1.4	3.0	-0.9	-1.2	-18	3	0.7	1.6
COCCn1c(SCC(=O)Nc2ccc3c(c2)OCCO3)nnc1C(C)C	4	-4	4	-0.6	0.4	-0.6	-0.6	-4	14	-0.5	-1.4
CC1(C)CC2c3cccc(C(=O)O)c3C(=O)N2c2c1ccc1ccccc21 (configuration not stated)	-7	-12	-2	-0.4	0.2	3.3	-0.5	-8	8	0.3	3.0
CC12CC(NC(=O)N1c1cccc(C(=O)N3CCN(c4ccccc4F)CC3)c1)c1ccccc1O2 (configuration not stated)	-5	-1	0	-1.2	-2.1	-1.8	-0.2	-3	-7	-1.1	0.8
Cc1ccc(N2CC(NS(=O)(=O)c3cccs3)CC2=O)cc1C (configuration not stated)	-1	-4	-1	-2.3	1.4	1.6	-0.6	2	-3	1.4	0.4
COc1cc2oc3cc(C#Cc4ccc(N)cc4)ccc3c(=O)c2cc1OC	i	-311	-95	-1.8	-2.4	3.8	-1.7	i	-3	-1.9	-3.1
CCOC(=O)c1ccc(NC(=S)NN)cc1	-3	8	-5	0.1	2.3	4.2	-0.7	-16	5	1.8	0.3
COc1ccc(Nc2nc(N)nc(CSc3nccn3C)n2)cc1	0	2	-1	3.2	7.0	21*	-0.2	4	2	0.8	3.2
COc1cccc(-c2nc(COc3ccc(Cl)cc3Cl)no2)c1	4	10	1	-0.2	0.2	1.8	-1.2	-6	1	4.2	0.8
O=C(Nc1ccccc1)C1=C[C@@H](C2CCCCC2)C[C@@H](OCc2ccc(CO)cc2)O1	5	18	8.7*	-1.5	-4.4	-9.4	-2.1	2	-23	-2.7	-3.8
O=C(Nc1ccc(Cl)cc1)Nc1ccccc1CC[N+](=O)[O-]	0	-3	-2	0.2	0.7	4.8	-0.3	-3	-51	0.7	5.5
COc1ccc(-n2c(SCC(N)=O)nnc2-c2ccc(NS(=O)(=O)c3ccc(C)cc3)cc2)cc1	5	-3	3	-0.9	0.3	-1.3	-1.8	-2	-13	0.6	-0.6
CN(C)CCC#CC1(O)c2ccccc2-c2ccccc21	4	3	1	0.3	0.5	0.7	-1.1	-4	-8	0.4	-2.7
Cc1coc2c1c(C)cc1oc(=O)c(CC(=O)N[C@@H](C)C(=O)O)c(C)c12	i	i	-375	-0.2	1.0	1.1	-0.6	i	3	1.2	-0.9
CC(C)OC(=O)c1cccc(C(=O)O)n1	-2	-6	-4	0.3	0.9	-0.1	-1.0	-2	3	0.8	-1.6
Cn1nnnc1SCCNCc1ccc(Cl)cc1	2	5	3	-0.3	-1.1	-0.3	-1.7	8	2	0.1	-1.5
CCCc1nnc(NC(=O)CCN2C(=O)c3ccccc3C2=O)s1	4	0	3	-1.4	0.3	0.8	-1.1	4	6	0.1	-2.0
CC(C)N(C)C1CCN(S(=O)(=O)c2ccc(-c3ccc(=O)[nH]n3)s2)CC1	-2	-14	-5	0.1	0.3	-0.2	-0.7	-5	4	1.1	2.5
CCc1nc(N(CC)CC)c2oc3ccccc3c2n1	-6	8	4	0.8	1.1	-0.3	-1.4	-8	3	-1.1	-0.7
CCc1ccc(CCC(=O)Nc2ccc(Cl)cc2)o1	4	-1	-2	0.6	3.8	0.5	-1.3	-2	-42	-0.7	1.8
CCN1C(=C(C#N)C#N)C=Cc2ccccc21	-4	2	-1	-1.1	2.2	1.1	-1.2	-4	0	0.8	0.0
